# Bioassay records as filed in PubChem BioAssay.
# ELG1 genotox: genotoxicity induction in ELG1-luciferase HEK293T cells. HEK293T ELG1-luciferase reporter, luminescence, 16 h. Potency, µM (top dose mostly 46 µM), inactives show at the highest dose activity change, positive = activation, actives largely listed as activators. 1.3% of 330,000 active. AID 504466; further: % of control where 0% means no effect; nearly all actives have a fitted effect of over 60% in size
#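 Screening used a luciferase reporter fused to human ELG1 in HEK293T cells. Luminescence was read on a CCD plate imager after 16 hr exposure and 30 min ONE-Glo incubation.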
# FLuc modulator: firefly luciferase modulation, counter-screen for miR-21 project. P08659. purified FLuc, Km substrates, luminescence inhibition. Potency, µM (titrated, usually from 57.5 µM), for the others: at the highest dose activity change, negative = inhibition, hits mostly inhibitors. 6.9% of 360,000 active;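 further: plate controls were vehicle for no effect and reference inhibitor for full effect; nearly all actives have a fitted effect of over 55% in size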
#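 Purified P. pyralis luciferase, 10 nM final, with Km-level 10 uM D-luciferin and 10 uM ATP in 50 mM Tris acetate pH 7.5, 10 mM Mg acetate, 0.01% Tween-20, 0.05% BSA; 6-point qHTS titration about 60 µM downward; luminescence read.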
# MBNL1-CUG inh: inhibitors of human MBNL1 binding to CUG repeat RNA. Q9NR56. TR-FRET MBNL1-His/biotin-(CUG)12 binding, 665/545 ratio. Potency, µM (doses to about 57.5 µM), for inactives: top-dose activity change, negative = inhibition, usual class: inhibitors. 0.036% of 280,000 active; active means well fitted inhibition curve with a large enough effect in the signal ratio, with a control signal flat, not every such curve was filed as active; inconclusive means small, poorly fitted or top-dose-only effect, or effect the other way, or a change in a side signal; inactive means no such curve, though single readings can be large or run the other way; the % refers to the signal ratio; further: on the % scale 0 is the no-effect control and ±100 the full control effect
# Target sequence (Q9NR56 whole entry, looked up): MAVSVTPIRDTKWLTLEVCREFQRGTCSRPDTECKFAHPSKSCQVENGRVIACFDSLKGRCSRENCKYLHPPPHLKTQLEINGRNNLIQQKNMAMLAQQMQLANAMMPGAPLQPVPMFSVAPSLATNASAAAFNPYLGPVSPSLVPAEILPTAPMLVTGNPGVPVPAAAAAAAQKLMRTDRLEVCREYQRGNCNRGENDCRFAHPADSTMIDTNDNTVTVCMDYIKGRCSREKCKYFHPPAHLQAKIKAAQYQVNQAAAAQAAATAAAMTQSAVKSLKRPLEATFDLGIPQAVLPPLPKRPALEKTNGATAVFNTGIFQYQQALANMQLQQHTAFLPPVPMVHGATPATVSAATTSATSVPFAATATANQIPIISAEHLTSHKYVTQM
#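 Ratiometric TR-FRET (665 over 545 nm, excitation 340 nm) tracks disruption of MBNL1-His/biotin-(CUG)12 complex after 60 min at room temperature, with compounds at 92 nM to 58 uM final.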
# BRCA1 expr act: activators of BRCA1 expression | MCF7-BRCA1-FFLuc reporter, luminescence, 48 h; response scale: scaled: vehicle 0%, 10 µM genistein 100% | Potency, µM (series often up to 46.1 µM), inactives show at the top dose activation, most hits filed as activators | 1.1% of 380,000 active; further: nearly all actives have a fitted effect of over 80% in size; some results filed as inactive show a strong effect at the top dose
#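 MCF7-BRCA1-FFLuc, 2000 cells/well; 2 h attach, 37 °C/5% CO2; compound 48 h; luciferase substrate 15 min; luminescence end-point. Norm. to genistein 10 microM max activation and DMSO; concentration-response curves fitted.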
# NPC1 prom act: activates the NPC1 promoter | AID 485313 | Potency, µM (series often up to 9.22 µM), inactives show at the top dose activation, actives largely listed as activators | 2.4% of 320,000 active | Huh7 NPC1 promoter luciferase reporter, 24 h;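 further: % of control where 0% means no effect; nearly all actives have a fitted effect of over 60% in size; reporter is driven by a mutant NPC1 promoter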
#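 Luciferase expression driven by the NPC1 promoter was measured in stably transfected Huh7 cells after a 24 h compound incubation, using a luciferase reagent and a luminescence read.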
# Rab9 promoter act: Rab9 promoter activation; Huh7 Rab9 promoter-luciferase reporter, luminescence, 24 h; AID 485297; 2.8% of 320,000 active; Potency, µM (titrated, usually from 9.22 µM), without a hit: at the highest dose activation, negative = inhibition, most hits filed as activators; further: % of control where 0% means no effect; nearly all actives have a fitted effect of over 60% in size
#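 Huh7 cells stably carrying a Rab9 promoter-luciferase reporter, 1500 cells per well in OP-MEM I with 10% FBS, treated with compound 24 hours at 37C. Luciferase activity read by luminescence after 10 minutes with Amplite reagent.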
# RORg inh: ROR gamma (mouse) transcription inhibition; Drosophila S2 Gal4-RORgamma UAS-luciferase reporter, 20 h; Potency, µM (series often up to 53.6 µM), inactives show at the highest dose activity change, negative = inhibition, hits mostly inhibitors; 5.4% of 310,000 active; AID 2551; further: on the % scale 0 is the no-effect control and ±100 the full control effect; nearly all actives have a fitted effect of over 60% in size
# Target sequence (P51450 whole entry, looked up, the tested form may be a part): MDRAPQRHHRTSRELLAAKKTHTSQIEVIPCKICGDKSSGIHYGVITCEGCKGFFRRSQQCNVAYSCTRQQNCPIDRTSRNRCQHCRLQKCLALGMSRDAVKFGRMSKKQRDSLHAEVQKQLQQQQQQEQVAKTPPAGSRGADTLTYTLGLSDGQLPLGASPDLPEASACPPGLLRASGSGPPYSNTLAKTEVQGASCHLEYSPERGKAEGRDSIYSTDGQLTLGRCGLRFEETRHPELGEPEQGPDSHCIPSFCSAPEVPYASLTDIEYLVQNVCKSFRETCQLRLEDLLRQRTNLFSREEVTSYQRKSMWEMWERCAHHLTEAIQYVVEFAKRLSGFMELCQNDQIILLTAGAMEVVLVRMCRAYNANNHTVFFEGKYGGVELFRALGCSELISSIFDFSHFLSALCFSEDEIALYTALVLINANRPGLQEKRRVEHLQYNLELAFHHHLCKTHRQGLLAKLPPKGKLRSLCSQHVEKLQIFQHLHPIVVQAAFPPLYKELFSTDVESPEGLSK
#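 Compounds are pin-transferred onto Drosophila Schneider cells expressing a copper-inducible Gal4–ROR gamma transactivation domain fusion. After 1 hr, copper sulfate is added to 700 uM final; luciferase is read 20 hr later.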
# MLL CXXC-DNA inh: inhibitors of human MLL CXXC domain-DNA interaction | AID 2662 | Potency, µM (top dose mostly 115 µM), for inactives: top-dose activity change, negative = inhibition, actives largely listed as inhibitors | 0.037% of 290,000 active | Q03164 | MLL-CXXC / FITC-HOXA9 DNA fluorescence polarization; active means well fitted inhibition curve with a large enough effect in the polarisation, with a control signal flat, not every such curve was filed as active; inconclusive means small, poorly fitted or top-dose-only effect, or effect the other way, or a change in a side signal; inactive means no such curve, though single readings can be large or run the other way; the % refers to the polarisation
#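 Purified MLL-CXXC (added from a 7 uM solution) was preincubated 5 min at ambient with pinned compounds in 50 mM Tris-HCl pH 7.5, 50 mM NaCl, 1 mM DTT, 0.05% BSA. Fluorescein-labeled HOX-A9 DNA (50 nM solution) followed, 30 min, then polarization read.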
# uPA surface inh: inhibitors of cell surface uPA generation | cell surface uPA generation assay, qHTS | Potency, µM (doses to about 38.3 µM), for the others: at the top dose activity change, negative = inhibition, hits mostly inhibitors | 0.31% of 330,000 active | AID 540303; active means well fitted inhibition curve with a large enough effect; inconclusive means small, poorly fitted or top-dose-only effect; inactive means no such curve, though single readings can be large or run the other way; tested in mouse RAW 264.7 cells; further: on the % scale 0 is the no-effect control and ±100 the full control effect; nearly all actives have a fitted effect of over 55% in size
# Gal4-VP16 FLuc: inhibits Gal4-VP16 luciferase reporter, ROR gamma counter-screen; 3.5% of 310,000 active; Drosophila S2 Gal4-VP16 UAS-luciferase, luminescence, 20 h; Potency, µM (top dose mostly 53.6 µM), without a hit: at the highest dose activity, negative = inhibition, hits mostly inhibitors;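 further: Gal4-VP16 expression switched on by copper sulfate through the metallothionein promoter; on the % scale 0 is the no-effect control and ±100 the full control effect; nearly all actives have a fitted effect of over 50% in size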
# p53 reactivation: re-activators of mutant p53; 0.063% of 320,000 active; H1299 p53-A138V BP100-luciferase reporter, luminescence, 24 h; Potency, µM (titrated, usually from 92.2 µM), for inactives: at the top dose activity change, positive = activation, most hits filed as activators; further: % of control where 0% means no effect; nearly all actives have a fitted effect of over 45% in size
#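 p53-null H1299 cells stably carrying temperature-sensitive p53-A138V and a BP100-luciferase reporter were pinned with compounds (4-point, 1:5 series) and held 24 hrs at 37 deg C. Luminescence was read 10 min after detection reagent.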
# Active calls of the source: *; u = inconclusive; x = no result given; [ ] = remark or other dose. Unless noted, the call rests on the fitted dose curve; in most records, active means well fitted curve in the direction sought with a large enough effect; inconclusive means small, poorly fitted or top-dose-only effect, or another doubt; inactive means no such curve, though single readings can be large; an effect the other way counts as inactive or inconclusive. Potency means the concentration at half of the fitted maximal effect. Some of the compounds tested; rates above refer to the full screens.
# Each structure is followed by: ELG1 genotox, FLuc modulator, MBNL1-CUG inh, BRCA1 expr act, NPC1 prom act, Rab9 promoter act, RORg inh, MLL CXXC-DNA inh, uPA surface inh, Gal4-VP16 FLuc, p53 reactivation
> CN(CCNC(=O)C1CCC(=O)N(Cc2cccc(F)c2)C1)CCc1ccccc1 (configuration not stated)
    2%, 0%, 0%, -5%, -1%, 2%, 4%, 1%, -11%, 1%, 25%
> CC(/C=N/NC(=O)NC1CCCCC1)=C\c1ccccc1
    10%, u, x, 31%, 14%, 18%, -3%, 8%, 11%, -10%, -3%
> COc1cccc(-c2nnc(NC(=O)C(C)C)o2)c1
    5%, -15%, u, 44%, 10%, 6%, u, -8%, -12%, 16µM*, u
> Cc1cc(C(=O)Nc2ccon2)cs1
    6%, -2%, -2%, 32%, 9%, 11%, 31%, 11%, 0%, 12%, 4%
> COc1ccc2[nH]c(CN3CCC(n4nccc4NC(=O)C4CC4)CC3)c(C)c2c1
    9%, 1%, -1%, 1%, -6%, 5%, -1%, -8%, -2%, -4%, 11%
> CCN(Cc1nc(-c2ccc(OC)cc2)no1)C(=O)c1ccoc1C
    -9%, -1%, 1%, 4%, -3%, -5%, 31%, 0%, 1%, 8%, 5%
> Cc1ccc(Nc2c(-c3ccccc3)nc3cnccn23)cc1
    2%, -3%, 3%, -7%, 0%, -7%, 35%, 9%, 8%, 19%, 7%
> CCN1CCN(CC(O)COc2cccc(OC)c2)CC1 (configuration not stated)
    0%, 1%, -8%, -1%, -4%, -2%, -19%, -2%, 0%, -3%, -14%
> CCC(CC)CN1C(Nc2ccccc2)=NC[C@@H]1C
    3%, 5%, -2%, 6%, -3%, -4%, 6%, 1%, -8%, -5%, x
> N#Cc1c(SCc2c(Cl)cccc2Cl)nc(N)[nH]c1=S
    6%, -11%, x, 0%, -3%, -9%, x, x, 6%, x, -1%
> O=C1CCCc2c1cc(C(=O)NCc1ccco1)c(=O)n2-c1ccccc1
    0%, -2%, 5%, -38%, -1%, 7%, 26%, -2%, 1%, -1%, -4%
> Cc1ccc(S(=O)(=O)NN2C(=O)/C(=C\c3ccc(Cl)cc3)SC2=S)cc1
    -1%, 2%, -6%, -18%, 2%, 6%, -14%, -28%, 0%, -6%, -2%
> CCOc1ccc(C2/C(=C(/O)c3ccc4c(c3)CC(C)O4)C(=O)C(=O)N2CC2CCCO2)cc1 (configuration not stated)
    1%, 4%, 6%, -3%, 1%, 3%, 15%, -1%, -2%, 16%, 0%
> CCSc1cc(N2CCCC2)nc(-c2ccccc2)n1
    4%, 8%, 0%, -5%, 0%, -3%, -21%, 6%, 2%, 11%, -1%
> O=C(C(c1ccccc1)c1ccccc1)N1CCN(Cc2ccncc2)CC1
    1%, 6%, 1%, -10%, -1%, -5%, -11%, -1%, 1%, -6%, 0%
> c1ccc(-c2ccc3nnnn3n2)cc1
    -3%, -2%, 1%, 18%, 0%, -12%, -9%, 1%, 4%, -5%, -4%
> Nc1nonc1-n1nnc(C(=O)N/N=C/c2ccc(F)cc2)c1-c1cccs1
    5%, -1%, -1%, -11%, -4%, 0%, -2%, 8%, 4%, -8%, 0%
> O=C(C1CCCN(Cc2ccc(F)cc2)C1)N1CCCCC1 (configuration not stated)
    -2%, 1%, -9%, -8%, -3%, -4%, -5%, -13%, 2%, 0%, 3%
> CCc1ccc(N2CC(C(=O)OCC(=O)Nc3cc(C)on3)CC2=O)cc1 (configuration not stated)
    -1%, 3%, -2%, 0%, -3%, 0%, 8%, 0%, 7%, 3%, -8%
> CN=C1c2cc3c(Br)c(OC)ccc3n2CCN1C
    -5%, 0%, u, -29%, 2%, -4%, -1%, 2%, x, -10%, -6%
> Cc1c(NC(=O)C(C)OC(=O)c2sc3ccccc3c2Cl)c(=O)n(-c2ccccc2)n1C (configuration not stated)
    -1%, -15%, x, -17%, 2%, 2%, 16%, -2%, 0%, -2%, -5%
> Cc1ccc(S(=O)(=O)NCc2ccccn2)cc1C
    0%, 1%, 2%, 39%, -6%, -1%, -43%, 10%, -24%, -5%, x
> COc1ccc(OC(C)C(=O)N2CCN(c3ccccn3)CC2)cc1 (configuration not stated)
    -2%, 3%, 9%, 0%, 2%, -1%, 1%, 11%, -3%, -1%, 7%
> COc1ccc(N2CCN(C(=O)CNC(=O)Cc3ccccc3)CC2)cc1
    -5%, -1%, 0%, -35%, 3%, 9%, x, 3%, u, x, x
> O=C(O)[C@@H](O)c1ccccc1
    x, 2%, -4%, 10%, -6%, -3%, -14%, -2%, 20%, -12%, x
> Cc1cccc(NS(=O)(=O)c2ccc(C(=O)NCC(C)(C)N3CCOCC3)cc2)c1C
    -4%, -2%, -3%, -24%, 2%, -12%, 35%, -9%, -7%, -9%, -1%
> COc1cccc(-c2nc(Oc3cc(C)cc(C)c3)c3ccccc3n2)c1O
    -2%, -10%, u, x, 1%, -3%, -3%, 3%, x, -12%, u
> CSc1nsc(SCC(=O)Nc2cccc(C(C)=O)c2)n1
    -2%, -3%, 6%, -32%, -1%, -5%, -4%, 75%[activator], 0%, 14%, 4%
> CCOC(=O)C1=C(COC(=O)/C=C/c2ccc([N+](=O)[O-])cc2)NC(=O)NC1C (configuration not stated)
    1%, 1%, x, -3%, 0%, 16%, x, x, -15%, x, 1%
> C/C(=N\NC(=O)COc1ccccc1)c1ccc(O)cc1
    9%, u, 0%, 41%, 18%, 21%, -1%, -6%, -6%, -21%, 8%
> Cn1c(N)c(S(=O)(=O)N2CCCC2)c(=O)n(C)c1=O
    5%, 4%, -1%, 10%, 0%, 6%, -13%, u, 4%, 1%, 9%
> O=C(CNC1CC1)Nc1cc(C(F)(F)F)ccc1Cl
    3%, 0%, -8%, 3%, -2%, -2%, -2%, 1%, 11%, 0%, -1%
> CCOC(=O)c1ccc(S(=O)(=O)N2CCN(C(=O)c3nn(C)c(=O)c4ccccc34)CC2)cc1
    -4%, 0%, -11%, -12%, 0%, -5%, 19%, -11%, -1%, -6%, -5%
> COC(=O)Nc1nnc(Cc2ccc(Cl)cc2)s1
    7%, 6%, -3%, 10%, -3%, -15%, 25%, 4%, -2%, 6%, -7%
> Cc1cc2nc(SCC(=O)O)nc(C)c2cc1C
    -1%, u, 7%, 4%, 1%, 0%, 2%, -2%, -9%, 6%, 2%
> COCCn1c(SCC(=O)NC(=O)NC2CCCC2)nc2ccccc2c1=O
    -4%, -1%, x, -31%, 1%, -5%, x, x, 1%, x, -8%
> COc1ccccc1NC(=O)c1ccccc1NS(=O)(=O)c1cccs1
    -10%, u, -4%, -15%, -3%, 3%, u, 0%, 4%, -5%, -3%
> O=C(NNS(=O)(=O)c1ccc2ccccc2c1)c1cc(-c2ccccn2)nc2ccccc12
    0%, -19%, 11%, -60%, 0%, -12%, 8%, -5%, 0%, 7.9µM*, -6%
> O=[N+]([O-])c1ccc(Cl)c(CN2CCCCCC2)c1
    -1%, 4%, u, 12%, -6%, -2%, u, -1%, -1%, -5%, x
> CCOC(=O)C1(Cc2ccc(Cl)cc2)CCN(Cc2cn(CC)nc2C)CC1
    -9%, 0%, -14%, -32%, 1%, 0%, 12%, -5%, -29%, 0%, 2%
> COc1ccc(S(=O)(=O)Nc2ccccc2-c2nnn(CC(=O)Nc3ccccc3OC)n2)cc1
    -7%, -2%, x, -88%[inhibitor], -10%, -32%[inhibitor], 28%[10 µM], 6%, -5%, u, 8%
> COC(=O)N1CCN(c2ccc(C)cc2)C(C)C1 (configuration not stated)
    3%, -1%, -5%, 12%, -1%, -2%, 0%, 2%, -2%, -12%, -5%
> CCN(c1ccccc1)S(=O)(=O)c1ccc(Cl)c(NC(=O)CSc2n[nH]c(N)n2)c1
    -3%, 4%, -3%, -15%, -1%, -2%, 44%, -9%, 5%, 2%, 0%
> COc1cc(C(=O)NCc2ccc(-n3cccc3)cc2)cc(OC)c1OC
    0%, 5%, -6%, x, -3%, -1%, 35%, 1%, x, -14%, -7%
> O=C(Nc1ccc(Cl)cc1C(=O)O)c1ccc2c(c1)C(=O)N(Cc1ccco1)C2=O
    1%, u, 5%, -15%, 1%, -3%, 6%, -3%, 10%, -3%, -2%
> CCN(CC)CCCn1c2c(c(SCC(=O)Nc3cccc(C)c3C)nc1=O)CCC2
    2%, -2%, x, -26%, -2%, -4%, x, x, -5%, x, 5%
> C=CCC1NS(=O)(=O)OC2CCCCC12 (configuration not stated)
    4%, 0%, -10%, 0%, 3%, 3%, 0%, 1%, 1%, -3%, x
> O=C(CSCc1cnn(-c2ccccc2)c1-n1cccc1)NCc1ccccn1
    -5%, 0%, 0%, 4%, -8%, 1%, u, -9%, -5%, -12%, -2%
